# Yp Topo-I inh – Yersinia pestis topoisomerase I inhibitors, primary screen, biochemical, cleavage product accumulation, plate reader, single point; Y. pestis Topo-I cleavage product accumulation; AID 504884, 2011; activity, % at 10 µM; actives 0.064% (n = 360,000); in the data active means activity above about 50%, passing the limit was not always enough; further: inactives centre near 2
# Mtb BioA inh – M. tuberculosis BioA enzyme inhibitors, primary screen, biochemical, plate reader, single point, HTS; 7,8-diaminopelargonic acid synthase BioA (Mycobacterium tuberculosis); purified M. tuberculosis BioA enzyme; inhibition, % at 9.99 µM; actives 0.096% (n = 360,000); in the data active means inhibition above about 40%
# Vc quorum ag – inducers of Vibrio cholerae quorum light production without autoinducers, primary screen, BH1578 luxS cqsA deficient, single point | activation, % at 18.7 µM | actives 0.16% (n = 350,000) | V. cholerae BH1578 lux reporter, luminescence, 6 h | AID 588436, 2011; in the data active means activation mostly above about 9.7%, no sharp cut-off; further: not every result past the cut was called active; inactives centre near 0; reference of the scale not given here
# TcdB inh – TcdB glycohydrolase inhibitors, primary screen, biochemical, single point, plate reader; inhibition, % at 9.99 µM; AID 652162, 2013; TcdB glycohydrolase enzymatic assay; actives 0.24% (n = 350,000); in the data active means inhibition above about 10%
# PfHsp40 yeast – rescue of yeast from PfHsp40 toxicity, primary screen, S. cerevisiae, ATP luminescence. S. cerevisiae expressing PfHsp40, growth rescue. growth rescue, % at 12.5 µM. actives 0.68% (n = 340,000). AID 504582, 2011; in the data active means growth rescue above about 28%, passing the limit was not always enough;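 further: yeast W303a lacking pdr1 and pdr3 grown in galactose medium; growth measured after three days at 30 °C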
# GDH-TPI inh – GDH-TPI coupling enzyme inhibitors, primary screen, artefact control for M. tuberculosis FBA inhibitor project, biochemical, absorbance, full deck; GDH-TPI coupled enzyme counterscreen, NADH absorbance; inhibition, % at 4.8 µM; actives 1.2% (n = 360,000); AID 588335, 2011; in the data active means inhibition above about 30%;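 further: 0% = DMSO wells and 100% = wells lacking the enzyme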
# UGM FP inh – M. tuberculosis UGM enzyme inhibitors, primary screen, biochemical, fluorescence polarization, single point | UDP-galactopyranose mutase (Mycobacterium tuberculosis (strain ATCC 25618 / H37Rv)), … | purified UGM, fluorescence polarization probe displacement | inhibition, % at 10 µM | actives 0.06% (n = 320,000); in the data active means inhibition above about 10%, passing the limit was not always enough
# Target sequence (P9WIQ1 whole entry, looked up): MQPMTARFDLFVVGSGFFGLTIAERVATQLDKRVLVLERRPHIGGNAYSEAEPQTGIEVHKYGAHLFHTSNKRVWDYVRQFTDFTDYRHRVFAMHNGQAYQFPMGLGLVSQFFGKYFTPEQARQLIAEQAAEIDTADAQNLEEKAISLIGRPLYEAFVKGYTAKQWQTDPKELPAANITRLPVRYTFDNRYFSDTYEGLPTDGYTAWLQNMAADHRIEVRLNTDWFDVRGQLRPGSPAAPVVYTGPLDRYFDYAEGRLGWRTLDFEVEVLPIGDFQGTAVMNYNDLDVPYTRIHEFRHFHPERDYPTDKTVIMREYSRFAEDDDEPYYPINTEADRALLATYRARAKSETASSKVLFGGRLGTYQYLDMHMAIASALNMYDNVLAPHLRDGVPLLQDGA
# FadD28 binding – inhibitors of FadD28 bisubstrate probe binding, primary screen, biochemical, fluorescence polarization, single point. Mycobacterium tuberculosis FadD28 fatty-acid-AMP ligase. inhibition, % at 12.5 µM. actives 0.22% (n = 360,000). AID 588549, 2011; in the data active means inhibition above about 8.5%, passing the limit was not always enough
# Mtb FBA inh – Mtb FBA enzyme inhibitors, primary screen, biochemical, fluorescence, strain H37Rv. Fructose-bisphosphate aldolase (Mycobacterium tuberculosis (strain ATCC 25618 / H37Rv)), …. inhibition, % at 1 µM. actives 2.3% (n = 360,000). AID 588726, 2011. purified M. tuberculosis FBA, fluorescence read-out; in the data active means inhibition above about 27%;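 further: 0% = vehicle and 100% = reference inhibitor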
# Target sequence (P9WQA3 whole entry, looked up): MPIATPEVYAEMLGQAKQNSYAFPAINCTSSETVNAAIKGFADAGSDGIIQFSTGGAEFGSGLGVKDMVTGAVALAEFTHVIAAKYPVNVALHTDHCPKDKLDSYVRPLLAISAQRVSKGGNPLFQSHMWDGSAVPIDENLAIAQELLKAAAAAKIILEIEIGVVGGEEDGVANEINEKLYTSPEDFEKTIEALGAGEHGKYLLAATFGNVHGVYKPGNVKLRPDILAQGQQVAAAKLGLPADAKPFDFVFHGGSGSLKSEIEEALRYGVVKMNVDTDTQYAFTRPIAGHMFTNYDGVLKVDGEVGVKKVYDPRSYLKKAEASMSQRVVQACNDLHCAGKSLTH
# Starred values were filed as active, the others as inactive; i = inactive; · = no result given; & = joins results of further samples.
# Below each compound – Yp Topo-I inh | Mtb BioA inh | Vc quorum ag | TcdB inh | PfHsp40 yeast | GDH-TPI inh | UGM FP inh | FadD28 binding | Mtb FBA inh
Cc1ccc(C(=O)NCc2ccco2)cc1
  2 | 2.4 | i | -2.2 | -1.0 | -8 | 0.0 | -0.6 | 0
CCc1cc2c3c(c1)/C(=C1/SC(N)=NC1=O)C(=O)N3C(C)(C)C=C2C
  2 | -1.4 | · | · | 0.2 | 0 | 4.8 | 2.2 | -2
COc1ccc(C(F)(F)F)cc1NC(=O)c1nc2nc(C)cc(C(F)F)n2n1
  -13 | -1.4 | i | · | -1.3 | 0 | -0.4 | -4.5 | 4
O=C(Nc1ccccc1)N1CCN(c2ccccc2)CC1
  2 | -0.5 | -0.8 | 1.0 | 0.0 | 12 | · | 0.5 | -1
CCc1cccc(OCC(=O)Nc2ccc(S(=O)(=O)N3CCCC3)cc2)c1
  29 | -0.3 | i | -0.8 | 4.0 | 2 | 0.5 | -1.8 | -1
COc1cc(/C=N/NC(=O)CNC(=O)c2ccncc2)ccc1O
  -2 | 0.4 | 0.9 | 1.4 | -0.3 | 13 | -0.3 | -1.3 | -1
C=CCn1c(O)c(/C(CC)=N/NC(=S)Nc2ccccc2)c(=O)[nH]c1=O
  -2 | -2.3 | i | 0.2 | -0.7 | 12 | -2.5 | 0.4 | 2
O=C(COC(=O)Cn1cnc2ccccc21)NCCc1ccc(Cl)cc1
  5 | -1.8 | i | · | -0.1 | -3 | -1.1 | -1.7 | 56*
Cc1cc(C)c(S(=O)(=O)c2ccc(F)cc2C)c(Cl)n1
  13 | · | -2.2 | 3.8 | 0.5 | 2 | -0.1 | -2.4 | -2
CCOC(=O)C1CCN(C(=O)COC(=O)/C=C/c2ccc([N+](=O)[O-])cc2)CC1
  4 | 0.3 | i | 0.6 | 0.7 | 13 | 1.1 | -0.7 | 0
Cc1nnc(N2C(=O)C(O)=C(C(=O)c3ccco3)C2c2ccc(C(C)C)cc2)s1 (stereo not drawn)
  7 | -1.9 | -0.1 | · | 0.5 | 17 | 5.8 | -7.4 | -1
O=C(CSc1oc(-c2ccccc2)nc1S(=O)(=O)c1ccc(F)cc1)NCC1CCCO1 (stereo not drawn)
  -1 | 0.0 | -0.4 | · | -0.6 | -1 | -1.4 | -3.9 | 2
Cc1ccc(N(CC(=O)NC2CCCCC2)C(=O)CCCC(=O)Nc2ccccn2)c(C)c1
  20 | -0.4 | i | 0.4 | -0.4 | 8 | -0.4 | 0.0 | 4
CCC(C)(C(=O)NC1CCCCC1)N(C(=O)c1ccccn1)c1ccccc1 (stereo not drawn)
  3 | · | -7.1 | · | 1.3 | -11 | 3.0 | -2.4 | -1
CCC(=O)Nc1cccc(-c2cn3ccccc3n2)c1
  -2 | · | -0.2 | · | 0.9 | 3 | -0.3 | -2.4 | 27
CN(C(=O)C1CCOC1)c1nnc(C2CCOC2)s1 (stereo not drawn)
  -1 | -2.9 | 3.7 | · | 0.0 | -4 | -0.3 | -2.0 | -1
O=C(OCC(=O)N1CCC(c2ccccc2)=N1)c1ccc(Cl)s1
  10 | -1.3 | i | 0.1 | 1.2 | 3 | 0.1 | 0.0 | 8
CC(Cc1ccccc1)/[N+]([O-])=C\c1ccc(C(F)(F)F)cc1 (stereo not drawn)
  -2 | 0.3 | i | -0.1 | -0.5 | 3 | -1.3 | 0.0 | -2
CC1CCN(S(=O)(=O)c2cn(CC(=O)Nc3ccc(C#N)cc3)cn2)CC1
  -15 | -1.7 | -1.7 | 2.7 | -0.3 | 3 | 2.9 | -3.5 | -8
CC1CCCCN1CCNC(=O)c1ccc2c(c1)N(Cc1cccc(Cl)c1)C(=O)c1ccccc1S2(=O)=O (stereo not drawn)
  -17 | 2.0 | i | 1.4 | · | 11 | · | -9.7 | -3
O=C(Nc1ccccc1N1CCOCC1)C1CCN(S(=O)(=O)c2ccc(F)cc2)CC1
  6 | 0.0 | -0.7 | · | -1.2 | 10 | 1.2 | -1.9 | 1
O=C(CN1C(=O)/C(=C\c2cccc(Cl)c2)Sc2ccccc21)NCCCN1CCOCC1
  8 | -0.2 | -0.2 | -0.9 | 0.9 | 5 | 6.3 | -1.7 | -1
COC(=O)c1cccc(-n2c(=O)n(Cc3ccccc3)c(=O)c3[nH]cnc32)c1C
  0 | -1.3 | i | 0.6 | -2.1 | 12 | -1.0 | -1.9 | 4
COc1ccc(C)cc1NS(=O)(=O)c1ccccc1
  16 | -1.9 | i | 2.3 | -0.6 | 11 | · | -0.1 | 1
COc1ccc(/C=C/C(=O)NCc2ccccn2)cc1OC
  10 | 0.9 | 0.0 | 0.3 | -0.8 | 12 | -0.4 | 0.0 | 9
Cc1cccc(CN2C(=O)/C(=C\c3ccc(C(=O)NCCCN4CCN(C)CC4)cc3)Oc3ccccc32)c1
  -13 | -0.9 | -0.2 | -9.5 | -0.7 | 5 | -0.8 | -9.6 | 81*
O=C(COC(=O)Cc1cccs1)Nc1ccccc1F
  3 | 2.4 | -0.3 | · | 1.3 | 6 | 1.1 | -2.9 | 1
Cc1cc(C(=O)c2ccccc2)c(NC(=O)CN2CCOCC2)s1
  -7 | · | i | · | -0.1 | 12 | -0.2 | -0.5 | 5
O=c1[nH]cc(N(CCO)CCO)c(=O)[nH]1
  8 | · | -6.9 | -2.9 | -0.5 | 5 | 0.6 | -2.0 | 3
CCC[C@H]1CN(Cc2cccnc2)C(=O)[C@@H]1CC(=O)Nc1ccc(Br)cc1
  16 | -0.9 | -0.4 | 0.1 | · | 2 | · | -2.4 | 1
Cc1oc(-c2ccc(Cl)cc2)cc1C(=O)NC1CCN(Cc2ccccc2)CC1
  2 | 0.0 | i | -2.2 | · | 3 | 0.9 | -4.8 | 1
CC(C)c1cc(C(=O)OCC(=O)NC2CCS(=O)(=O)C2)c(O)c(C(C)C)c1 (stereo not drawn)
  3 | 0.1 | -0.3 | -0.1 | · | 2 | · | 0.0 | 4
O=C(Nc1ccc(N2CCOCC2)cc1)c1ccc(S(=O)(=O)N2CCCCC2)cc1
  -5 | 0.5 | i | · | -1.2 | 1 | 4.1 | 0.5 | -2
COc1cc(C(=O)NCc2ccc(F)cc2)cc(Cl)c1OC
  -3 | · | -3.6 | · | 0.2 | 3 | -2.9 | -1.4 | -2
CCCn1c(SCC(=O)c2cc(C)ccc2C)n[nH]c1=O
  3 | 0.7 | · | · | 0.4 | -7 | -0.7 | 0.9 | -1
CC(C)C(c1nnnn1Cc1ccc(F)cc1)N1CCN(c2ccc(O)cc2)CC1 (stereo not drawn)
  -2 | · | 0.9 | 2.0 | 0.4 | 1 | -1.9 | 0.7 | 2
CCOC(=O)C1CCCN(C(=O)C2c3ccccc3Oc3ccccc32)C1 (stereo not drawn)
  12 | · | -0.3 | · | 0.4 | 10 | 23* | 10* | 7
COc1ccc(CN2C(=O)C(CC(=O)NCCN3CCOCC3)CC(C(=O)N(C)C)=C2C)cc1 (stereo not drawn)
  -3 | 0.3 | i | 1.0 | · | -8 | · | -1.9 | -1
CCOc1ccccc1NC(=O)CN1CCN(Cc2ccccc2)CC1
  10 | · | i | 1.6 | -1.3 | -11 | -0.4 | -0.8 | -3
COc1cc(/C=N/NC(=O)c2ccoc2C)ccc1O
  2 | · | -0.3 | 6.1 | -0.9 | 24 | -1.2 | -2.8 | -3
O=P(C(Cl)Cl)(N1CCOCC1)N1CCOCC1
  3 | · | -0.3 | -0.4 | -0.9 | 2 | -1.1 | · | -1
COc1ccccc1OCC(=O)NC1CC(C)(C)NC(C)(C)C1
  3 | 1.0 | -0.6 | -1.2 | 0.5 | -3 | 1.9 | 0.4 | -1
CN1CCN(c2ccc(S(=O)(=O)N3CCOCC3)cc2NC(=O)Cc2ccccc2F)CC1
  1 | -0.6 | i | 0.5 | -1.0 | 4 | 1.4 | -4.4 | 0
CCOC(=O)C1(Cc2cccc(OC)c2)CCN(Cc2ccccc2OC)CC1
  27 | 2.6 | -0.2 | 1.6 | -1.0 | 4 | 0.3 | -0.6 | 3
CCOC(=O)NC(=O)CSc1nc2ccc([N+](=O)[O-])cc2[nH]1
  2 | · | -0.2 | 1.5 | 0.7 | 12 | 3.7 | 0.3 | -1
O=C(O)COc1ccc(/C=N/NC(=O)C2CCCN2S(=O)(=O)c2ccc(Cl)cc2)cc1 (stereo not drawn)
  -7 | 5.8 | 0.3 | · | -0.8 | -5 | -0.9 | -0.7 | 0
COc1ccc(C(=O)COc2ccc3ccc(=O)oc3c2)c(OC)c1
  3 | 1.8 | i | 4.2 | 0.5 | 13 | 1.2 | -1.1 | 25
CCn1c(COC(=O)CNC(=O)c2ccccc2)nc2cc(S(=O)(=O)N(C)C)ccc21
  -3 | -3.0 | i | 2.8 | -0.6 | 3 | 3.5 | -1.7 | -2
CC1=CC(c2ccc(Cl)cc2)n2ncnc2N1 (stereo not drawn)
  6 | 2.0 | 1.3 | · | -0.1 | 6 | 1.1 | -3.9 | 17
O=C1c2ccccc2C(=O)N1CCc1nc(-c2ccc(Cl)cc2)no1
  31 | 0.3 | i | · | -0.8 | -11 | 1.3 | 1.4 | -2
COc1ccc(C(=O)N[C@H]2CCCCNC2=O)cc1OC1CCN(C(C)C)CC1
  2 | -1.0 | -0.4 | -0.1 | 1.3 | 3 | -1.2 | -2.2 | 1
Cc1cc[n+](-c2[nH]c(=O)sc2/C=N/NC(=O)c2ccccc2[O-])cc1C
  -1 | · | -2.6 | 0.1 | -0.3 | 31 | 0.9 | -2.7 | -6
CCN(CC)S(=O)(=O)c1ccc(NC(=O)c2c(-c3ccccc3)noc2C)cc1
  19 | 0.5 | -0.5 | 1.0 | 1.9 | 11 | -0.8 | -1.2 | 3
Cc1ccc(C)c(C(=O)CCC(=O)N2CCN(c3ncccn3)CC2)c1
  4 | -1.0 | -0.5 | -0.3 | 2.1 | 2 | 3.8 | 0.4 | 1
O=C1CC(C(=O)NCCc2ccccc2)SC(=Nc2ccccc2)N1 (stereo not drawn)
  3 | -0.2 | -1.2 | 1.5 | · | -3 | 0.9 | 1.1 | 0
COc1ccc(CNC(=O)N2CCN(C(=O)c3ccccc3)CC2)cc1
  7 | -0.2 | -0.4 | 1.4 | -0.1 | 0 | · | -0.2 | 3
CC1C(=O)CC2C3(C)CCC2(C(C)C(=O)O)C(=O)C13 (stereo not drawn)
  1 | -0.3 | -0.1 | -1.2 | · | 5 | · | -3.0 | 0
CCO[C@H]1OC(C(=O)NCc2ccccc2)=C[C@@H](c2cn(C(C)=O)c3ccccc23)[C@@H]1CCCO
  19 | -0.3&-0.8 | -0.6 | -0.6&-8.2 | -2.4 | 7 | -0.5 | -5.3 | -1
COc1ccc(NC(=O)C2(C)CCN2Cc2ccc(C(C)C)cc2)cc1OC (stereo not drawn)
  7 | 0.2 | -0.2 | 0.3 | · | 8 | · | -2.4 | 0
O=[N+]([O-])c1nn(-c2ccccc2)n(O)c1=NCCc1ccccc1
  1 | -0.8 | 0.5 | · | 14 | 5 | 0.7 | -1.8 | -2

# Screening data deposited in PubChem by several laboratories.
